PriA SSB inh: inhibitors of Klebsiella pneumoniae PriA binding to SSB C-terminal tail; inhibition, % at 33 µM; AlphaScreen SSBct-PriA binding, biotinylated peptide; AID 1272365; 0.6% of 430,000 active; in the data active = inhibition mostly above about 37%, no sharp cut-off; inactive = mostly below about 20%;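 also: plate controls were negative control peptide for no effect and reference peptide for full effect; strong numbers were not always called active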
* hit, by the source's call; & = joins results of further samples.

| Molecule | PriA SSB inh |
| --- | --- |
| COc1cc(-c2nnc(NC(=O)/C=C/c3ccccc3Cl)o2)cc(OC)c1OC | -1 |
| O=C(CCCSc1ccc(NC(=O)c2cccs2)nn1)NCC1CCCO1 (stereo not drawn) | -11 |
| COc1ccc(C(=O)C[n+]2ccccc2C=NO)cc1 | 5 |
| O=C(CSC1CCCC1)NCCn1nc(-c2cccnc2)n(C2CC2)c1=O | -7 |
| CCCN1CCCc2cc(CCNC(=O)C(=O)Nc3cccc(OC)c3)ccc21 | 55 |
| O=C(NCCCN1CCCC1=O)C(=O)Nc1ccc(F)c([N+](=O)[O-])c1 | 2 |
| COc1cc(Nc2ccc(NC(=O)Nc3ccccc3Cl)cc2)nc(C)n1 | -6 |
| O=C(NCc1ccco1)c1csc(NS(=O)(=O)c2ccccc2)n1 | -8 |
| CCn1nc(C)c(S(=O)(=O)N2CCN(c3cc(-n4cncn4)ncn3)CC2)c1C | -2 |
| COc1cccc(CNC(=O)CCC(=O)N2C[C@H]3C[C@@H](C2)c2cccc(=O)n2C3)c1OC | -9 |

An excerpt from above in order of count of non-hydrogen atoms, ascending.
| Molecule | PriA SSB inh |
| --- | --- |
| O=C(NCc1ccco1)c1csc(NS(=O)(=O)c2ccccc2)n1 | -8 |
| O=C(NCCCN1CCCC1=O)C(=O)Nc1ccc(F)c([N+](=O)[O-])c1 | 2 |
| O=C(CSC1CCCC1)NCCn1nc(-c2cccnc2)n(C2CC2)c1=O | -7 |
| COc1cc(-c2nnc(NC(=O)/C=C/c3ccccc3Cl)o2)cc(OC)c1OC | -1 |
| COc1cccc(CNC(=O)CCC(=O)N2C[C@H]3C[C@@H](C2)c2cccc(=O)n2C3)c1OC | -9 |

(listing goes on)
| Molecule | PriA SSB inh |
| --- | --- |
| Cc1ccc(N2N=NC3C(=O)N(c4ccc(C)c(Cl)c4)C(=O)C32)cc1F (stereo not drawn) | 0 |
| O=C(c1ccccc1Br)N1CCN(Cc2nncn2C2CCCCC2)CC1 | -13 |
| O=C(Nc1ccc2n[nH]nc2c1)c1ncc(-c2ccccc2)o1 | -4 |
| ON=C(Cc1cscn1)c1ccc(O)cc1O | -14 |
| CN(C)CCCN(C(=O)CCc1ccccc1)c1nc2c(Cl)cccc2s1 | -4 |
| C=CC[n+]1c(Nc2ccccc2)sc(C)c1-c1ccccc1 | 61 |
| COc1ccccc1CNC(=O)C(=O)NCC1CCCN1S(=O)(=O)c1ccccc1 (stereo not drawn) | 4 |
| CCn1cc(NC(=O)NCCc2ccccc2OC)c2ccccc21 | 2 |
| O=C(CS(=O)(=O)c1ccc2c(c1)S(=O)(=O)N=CN2)N1CCCCCC1 | -7 |
| O=C(NCCc1ccccc1)C(=O)NCc1ccccc1Cl | -16 |
| CSc1cccc(-n2nnc(C(=O)OCc3ccc(Cl)cc3)c2C)c1 | -8 |
| C[C@@](O)(CNC(=O)CCCc1ccccc1)Cc1ccco1 | -7 |
| Cc1[nH]c2ccccc2c1C(=O)C(=O)NCc1cc(-c2ccccc2)on1 | 13 |
| O=S(=O)(Nc1cnn(C2CCOCC2)c1)c1ccccc1OC(F)(F)F | -40 |
| Cc1cccc(S(=O)(=O)N2CCN(C(=O)c3ccco3)CC2)c1 | 1 |
| CN(C)c1ccc(C2=C([O-])C(=C3C=CC(=[N+](C)C)C=C3)C2=O)cc1 | 4 |
| O=C(NCCN1Cc2cc(Cl)ccc2OCC1=O)c1ccc(=O)[nH]c1 | -16 |
| Cc1ccccc1OCC(=O)N1CCN(c2cc(C(F)(F)F)ncn2)CC1 | -6 |
| NS(=O)(=O)c1ccc(NC(=O)c2ccc(=O)n(Cc3cccc(F)c3)n2)cc1 | -3 |
| CCOc1ccc(-c2ccc(=O)n(CC(=O)Nc3ccc(F)c([N+](=O)[O-])c3)n2)cc1 | -3 |
| COc1ccc2cc(C(=O)N3CCCC(Oc4nccnc4C#N)C3)[nH]c2c1 (stereo not drawn) | -3 |
| CCC(=NOC(=O)c1ccc(OC(C)C)cc1)c1ccc(C)cc1 | -7 |
| CO[C@@H](CNC(=O)C1(c2ccc(F)cc2)CC1)c1ccc(Cl)s1 | -7 |
| COc1ccccc1N1CC(C(=O)O)CC1=O (stereo not drawn) | 5 |
| COc1ccccc1NC(=O)C(=O)NCc1ccc2c(c1)OCO2 | -23 |
| CS(=O)(=O)N1CCC(C(=O)Nc2nc(-c3ccc(-c4ccccc4)cc3)cs2)CC1 | -25 |
| O=C(NCCCc1ccccc1)NCC1(O)CCCC1 | -4 |
| O=C(Cc1csc(Nc2ccc(Cl)cn2)n1)N1CCN(c2ccc(C(F)(F)F)cn2)CC1 | 2 |
| Cc1cc(C(=O)NCc2ccc(C(O)c3ccsc3)s2)c(C)o1 (stereo not drawn) | 1 |
| O=C(CN1CCN(Cc2nc(-c3ccco3)cs2)CC1)NCc1ccccc1 | -2 |
| Cn1nnc2c(N3CCN(C(=O)c4c(F)cccc4F)CC3)ncnc21 | -2 |
| O=C(CS(=O)(=O)c1cn(Cc2ccc(Cl)cc2)c2ccccc12)Nc1nccs1 | 11 |
| CSc1nc(N2CCOCC2)c2cnn(CCNC(=O)c3ccccc3F)c2n1 | 7 |
| O=C(CCCCCNC(=O)c1ccccc1)NN=Cc1ccc(F)cc1 | -5 |
| COC(=O)N1CCc2ccccc2[C@@H]1C(=O)NCc1ccncc1 | -7 |
| O=C(Cc1cccs1)Nc1ccccc1Cc1nc(-c2cccnc2)no1 | -10 |
| CCOC(=O)C1=C(C)n2c(sc(=C3C(=O)Nc4ccccc43)c2=O)=NC1c1ccc(OC)cc1 (stereo not drawn) | 29 |
| CC(C)c1ccc(-c2csc(NC(=O)c3cccc([N+](=O)[O-])c3)n2)cc1 | -7 |
| O=C(NCCCn1ncccc1=O)C1COCC(=O)N1Cc1cccs1 (stereo not drawn) | -1 |
| NS(=O)(=O)[C@H]1CCS(=O)(=O)C1 | -8 |

Retrieved one by one from the entries so far:
| Molecule | PriA SSB inh |
| --- | --- |
| CSc1nc(N2CCOCC2)c2cnn(CCNC(=O)c3ccccc3F)c2n1 | 7 |
| Cn1nnc2c(N3CCN(C(=O)c4c(F)cccc4F)CC3)ncnc21 | -2 |
| O=C(Cc1cccs1)Nc1ccccc1Cc1nc(-c2cccnc2)no1 | -10 |
| O=C(CCCCCNC(=O)c1ccccc1)NN=Cc1ccc(F)cc1 | -5 |

(listing goes on)
| Molecule | PriA SSB inh |
| --- | --- |
| COc1ccc2oc(-c3csc(NC(=O)c4ccccc4Br)n3)cc2c1 | -7 |
| CCOC(=O)c1[nH]c2ccccc2c1NC(=O)c1ccc(C)c(C)c1 | -3 |
| O=C(NC(c1ccccc1)c1ccccc1)N(Cc1ccoc1)Cc1cccs1 | -5 |
| Cc1onc(-c2ccccc2)c1C(=O)NC(=N)c1ccc(Cl)cc1 | -17 |
| O=C(c1ccc(=O)[nH]c1)N1CC(c2nc(-c3ccc[nH]c3=O)no2)C1 | -8 |
| O=C(c1ccc(Br)o1)N(Cc1ccoc1)Cc1cccs1 | -22 |
| COC(=O)C1=C(NC(=O)c2ccc(OC)c(OC)c2)CCS1 | -3 |
| O=C(CSc1ccc(NC(=O)C2CC2)nn1)c1ccc(Cl)cc1 | -20&7 |
| COc1cccc(C(=O)NC2CCC(Oc3cnccn3)CC2)c1OC (stereo not drawn) | -4 |
| Cc1cc(C)cc(NC(=O)CS(=O)(=O)c2cn(CC(=O)N3CCCC3)c3ccccc23)c1 | 50* |

Next records follow:
molecule	PriA SSB inh
COc1ccc(OC)c(C=Nc2c(-c3ccc(O)c(OC)c3)nc3ccccn23)c1	-7
Cn1c(C(F)(F)F)nn(CCNC(=O)c2cncc(Br)c2)c1=O	-12
CCOC(=O)Cc1csc(NC(=O)c2ccc(Cl)c([N+](=O)[O-])c2)n1	-3
O=C(NN=Cc1sc(N2CCOCC2)nc1-c1ccccc1)c1ccccc1Cl	-9
Nc1ccc2n[nH]nc2c1	-3
Cc1ccc(CC(=O)Nc2nc3ccc(Br)cc3s2)cc1C	-2
Oc1ccc(C=NNC(=S)NN=Cc2ccc(O)cc2)cc1	14
CC(C)S(=O)(=O)Nc1ccc2c(c1)CCC(=O)N2	-2
Cc1ccc(S(=O)(=O)Nc2ccccc2C(=O)Nc2ccc(-c3nc4ccc(C)cc4s3)cc2)cc1	-2
O=C(Cn1nc2ccc(SCc3ccc(Cl)cc3)nn2c1=O)Nc1ccccc1C(F)(F)F	-8&5
O=C(CN1CCOC1=O)N1CCCC(Cc2nc(C3CC3)no2)C1 (stereo not drawn)	-19
CCOC(=O)Cc1csc(NC(=O)c2ccc(S(=O)(=O)N3CCN(C(=O)OCC)CC3)cc2)n1	-11
CCOc1ccc(-c2c(C(=O)NN=Cc3cccs3)nnn2-c2nonc2N)cc1	-7
COc1ccc(Nc2nnc(-c3ccc(NC(=O)C(=O)NCCN4CCOCC4)cc3)s2)cc1	-3
O=C(CN1C(=O)CCC1=O)Nc1ccc(-c2nc3ccccc3s2)c(O)c1	-23
COc1cc(/C=C2\SC(=S)N(c3ccccc3)C2=O)ccc1OCC(=O)Nc1nccs1	-19
O=C(NN=Cc1c[nH]c2ccccc12)c1ccccc1O	-8
O=C1NC2(CCCCC2)C(=O)N1N=Cc1ccc(O)cc1O	-24
CCS(=O)(=O)NCCc1cn2ccccc2n1	-3
COc1ccc(Cl)cc1NC(=O)CN1CCc2nc(NC(=O)c3ccoc3)sc2C1	-9
COCC(=O)Nc1c2c(nn1C(C)(C)C)CSC2	-9
CCOC(=O)NC(=O)C(N=Nc1cccc(C(F)(F)F)c1)=C(C)O	-9
O=C(CCCn1nc(-c2ccc(F)cc2)ccc1=O)Nc1ccc(C(F)(F)F)cc1	-18
O[C@H](COc1ccccc1-c1ccccc1)CN1CCN(Cc2ccc3c(c2)OCO3)CC1	14
COc1ccc(NC(=O)Cn2c(C)cc(C)c(S(=O)(=O)c3ccc(C)cc3)c2=O)cc1Cl	14
COc1ccc(CC(=O)N2CCC(Oc3nc4c(C)cccc4s3)CC2)cc1C	-5
O=C(/C=C\c1ccccc1)NNC(=O)c1ccc(=O)n(Cc2ccccc2)c1	-3
CC1CCN(Cc2c(C(=O)NN=Cc3cccc(C(F)(F)F)c3)nnn2-c2nonc2N)CC1	-11
O=C(N[C@H]1CCN(c2ccc(-c3ccccc3F)nn2)C1)c1ccco1	-26
NC(=O)C1Cc2ccccc2N1C(=O)c1cccs1 (stereo not drawn)	5
O=C(Oc1ccc(C=NNC(=O)c2ccco2)cc1)c1ccccc1	-4
Cn1cnc(S(=O)(=O)NCC2(c3ccsc3)CCCC2)c1	3
Cc1ccc(NC(=O)C(=O)NCC2CCN(Cc3ccccc3)CC2)cc1F	-17&-14
O=C(NCc1cccc(C(F)(F)F)c1)c1c(O)c2sccc2[nH]c1=O	2
O=C(Nc1cnc(N2CCN(c3ccccc3)CC2)nc1)c1cccs1	-7
O=C(c1ccccc1F)N1CCN(c2ccc(-c3ccc4c(c3)OCO4)nn2)CC1	-7
CC1=NNC(=O)C1CCC(=O)NN=Cc1c(Cl)cccc1Cl (stereo not drawn)	-4
O=C(C[C@H](NCCc1ccccc1)C(=O)O)Nc1cccnc1	6
CN(C)C=Nc1ncc(C(=O)c2ccc(Cl)cc2)s1	-11
O=C(NCC[C@H](O)C1CC1)c1ccccc1Br	-8
Cn1c(SCCCNc2ccc(S(C)(=O)=O)cc2[N+](=O)[O-])nnc1-c1ccc2c(c1)OCO2	11
Cc1cc(OC2CN(C(=O)CCc3ccccc3F)C2)cc(=O)n1C	3
NC(=NOC(=O)/C=C/c1ccccc1)c1ccccc1	-41
Cc1nc(N2CCN(C(=O)CCn3cnc4ccccc4c3=O)CC2)cc(C(F)(F)F)n1	-11
C/C(=N/NC(=O)CCn1c2ccccc2c2ccccc21)c1ccco1	1
Cn1c(=O)oc2ccc(S(=O)(=O)N3CCc4oncc4C3)cc21	-2
Cc1csc(NC(=O)CSc2ncc(-c3ccc(Br)cc3)n2C)n1	-7
CCOC(=O)/C(C#N)=C\c1ccc(N2CCN(CCN3C(=O)c4cccc5cccc(c45)C3=O)CC2)cc1	-15
CC1CCCCN1S(=O)(=O)c1ccc(C(=O)Nc2ccccc2Oc2ccccc2)cc1 (stereo not drawn)	-6
Cc1cc(C)n(-c2cc(NC(=O)c3cc(C4CC4)on3)ncn2)n1	-6

Next compounds follow.
molecule	PriA SSB inh
Cn1nc(CNC(=O)c2cc3ccccc3o2)cc1-c1ccncc1	-7
COc1ccc(C2C(=C(O)c3ccccc3)C(=O)C(=O)N2CCN2CCOCC2)c(OC)c1 (stereo not drawn)	-1
COc1ccc(C(=O)Nc2ccc3c(c2)N(C(=O)c2ccco2)CC3)cc1F	2
CCc1ccc(S(=O)(=O)Nc2ccc3c(c2)CC(=O)N3CC)s1	13
CCc1cnc2c(c1NCCN1CCOCC1)c(=O)n(C)c(=O)n2C	0
Nc1nc(-c2cccc(S(=O)(=O)N3CCCC3)c2)cs1	-6
CSc1ccc(-c2ccncc2)nn1	-10
CC(=O)Nc1ccc(NS(=O)(=O)c2ccc(C)cc2)cc1	-12
O=C(COc1ccnc2c1CCCC2)NC(c1ccccc1)c1ccccc1	-2
Cc1noc(C)c1S(=O)(=O)N1CCC(N2CCC(Oc3nccs3)CC2)CC1	-19
CCN1CCC2(CC1)NC(=O)N(CC(=O)Nc1ccc(F)cc1F)C2=O	-5
O=C(CCNS(=O)(=O)c1cccc(Cl)c1)NC1CCN(c2nccs2)C1 (stereo not drawn)	7
O=C(NCc1cccs1)N1CCC(Oc2ncccc2Cl)CC1	2
CCc1ccc(NC(=O)c2c(O)c3ccccc3n(-c3ccccc3)c2=O)cc1	-10
COc1cccc(N2CCN(C(=O)c3cc(=O)c(OC)co3)CC2)c1	-3
C=CCn1c(=NC(=O)CN2C(=O)c3ccccc3C2=O)sc2cc3c(cc21)OCO3	5
CCOC(=O)C1C(=O)C=C(c2cccc(NS(C)(=O)=O)c2)CC1c1ccccc1OCC (stereo not drawn)	-37
O=C(CSc1nccn1-c1cccc(Cl)c1)Nc1nccs1	12
CS(=O)(=O)c1ccc(CCC(=O)Nc2ccc(CC(=O)N3CCOCC3)cc2)cc1	-1
COc1ccccc1OCC(=O)NCCCn1cccc1	-4
O=C(CN1C(=O)CCC1=O)N1CCC(Cn2cccn2)CC1	-3
Cc1nc2ccc(NC(=O)c3cc(Cl)ccc3[N+](=O)[O-])cc2c(=O)n1-c1ccccc1	18

Some of the compounds tested, so the mix of outcomes need not match the whole.
